Source: PubChem BioAssay (several laboratories)
MC4R barr agon: MC4R agonists recruiting beta-arrestin, primary screen, cell-based, luminescence, agonist arm of biased-ligand search | hit rate 0.98% among 360,000 | U2OS MC4R beta-arrestin complementation; percent of melanotan II response, DMSO zero | activation, % at 8.9 µM | AID 540308, 2011;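 active means activation above a per-plate cutoff, the mean activation of sample wells on that plate plus 3 SD, cut at about 8% in these data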
Exocytosis inh: LAMP-1 surface exposure blockers, TALL-104 cells – cell-based, flow cytometry, MLPCN library, primary screen; TALL-104 LAMP-1 surface exposure; cells stimulated with thapsigargin and PMA; inhibition, % at 10 µM; hit rate 0.66% among 360,000; AID 651702, 2012;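 active means inhibition above about 55%, limit read from the data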
Glyco luc inh: increase of ERlucT glycosylation luciferase signal, primary screen, N-linked glycosylation inhibitor project, D54 ERlucT cells, luminescence, set 2; D54 ERlucT glycosylation luciferase reporter, 24 h; percent of 100 nM tunicamycin response; reporter increase, % at 12.5 µM; hit rate 0.23% among 360,000;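 active means mean luciferase reporter signal, scaled so untreated is 0 and the glycosylation-blocking control 100, at or above a set limit in every replicate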;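 further: luciferase carries N-glycosylation sites so blocking glycosylation raises the light; 0% = median of neutral control wells and 100% = median of 100 nM tunicamycin wells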
CaV13 ICDI inh: Primary screen for inhibitors of IQ motif and Ca2+-dependent inactivation inhibitor domain binding in CACNA1D, Förster resonance energy transfer in living cells, …; inhibition, % at 12.3 µM; HEK cells, CFP/YFP FRET ICDI-IQ, plate reader, 10 min; percent FRET-ratio fall versus neutral wells; hit rate 0.098% among 340,000;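 active means mean replicate inhibition of at least 30% and at least 1% of replicates passing that level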;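 further: 0% = median of the neutral control wells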
ABCB6 inh 2: ABCB6 transporter inhibitors, primary screen, K562-ABCB6 cells, flow cytometry, MLPCN library; fluorescence ratio to DMSO, % at 10 µM; AID 602162, 2011; ATP-binding cassette sub-family B member 6 (Homo sapiens), Q9NP58; hit rate 0.19% among 360,000; K562-ABCB6 porphyrin accumulation, 1 h; active compounds read low;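 active means fluorescence ratio to DMSO below 75%, the collection mean minus 3 SD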;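 further: signal is porphyrin accumulated inside mitochondria; 100% equals median channel fluorescence of DMSO control wells; lower ratio means ABCB6 inhibition with less porphyrin fluorescence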
Target sequence (Q9NP58 whole entry, looked up): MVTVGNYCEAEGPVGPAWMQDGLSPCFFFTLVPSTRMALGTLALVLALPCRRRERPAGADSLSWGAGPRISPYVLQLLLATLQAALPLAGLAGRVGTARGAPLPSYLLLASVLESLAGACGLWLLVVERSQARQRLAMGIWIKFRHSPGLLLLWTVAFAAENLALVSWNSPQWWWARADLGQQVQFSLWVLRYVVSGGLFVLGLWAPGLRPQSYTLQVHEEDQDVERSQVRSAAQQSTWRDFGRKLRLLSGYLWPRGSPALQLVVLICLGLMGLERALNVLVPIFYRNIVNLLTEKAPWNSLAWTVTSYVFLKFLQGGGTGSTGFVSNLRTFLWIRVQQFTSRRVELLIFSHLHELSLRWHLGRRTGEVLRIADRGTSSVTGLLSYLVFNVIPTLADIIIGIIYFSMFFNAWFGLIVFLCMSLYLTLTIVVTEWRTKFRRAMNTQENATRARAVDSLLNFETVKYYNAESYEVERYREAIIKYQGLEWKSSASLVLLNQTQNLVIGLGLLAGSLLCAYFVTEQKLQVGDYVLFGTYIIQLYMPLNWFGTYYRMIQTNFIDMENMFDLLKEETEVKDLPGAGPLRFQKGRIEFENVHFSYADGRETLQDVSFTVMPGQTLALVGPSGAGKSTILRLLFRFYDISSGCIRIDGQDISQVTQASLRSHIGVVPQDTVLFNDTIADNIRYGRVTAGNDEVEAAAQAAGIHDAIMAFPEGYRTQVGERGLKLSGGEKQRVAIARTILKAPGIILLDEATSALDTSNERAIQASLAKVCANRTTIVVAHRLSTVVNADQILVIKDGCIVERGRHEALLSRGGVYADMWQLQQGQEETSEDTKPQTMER
Cardio protect: cardioprotection against H2O2-induced cell death, primary screen, uHTS, H9c2 cells, ATPLite luminescence | H9c2 cardiomyocytes, H2O2 injury protection, 2 h | protection from H2O2 cell death, % at 20 µM | hit rate 0.63% among 360,000 | AID 588492, 2011;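 active means compounds giving at least 50% protection of heart cells from peroxide-induced death in the single-dose screen, raw or plate-pattern-corrected value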;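 further: 0% = DMSO wells with peroxide and 100% = DMSO wells without peroxide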
MC4R antag cAMP: MC4R antagonists of cAMP signaling, primary screen, cell-based, TR-FRET, antagonist arm of biased-ligand search | Melanocortin receptor 4 (Homo sapiens), P32245 | AID 540295, 2011 | MC4R-expressing cells, MTII-stimulated cAMP, LANCE TR-FRET | inhibition, % at 6.5 µM | hit rate 0.48% among 360,000;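 active means inhibition above its plate's cutoff, the mean of tested wells on that plate plus 3 SD, cut at about 29% in these data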;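 further: 0% = Melanotan II alone and 100% = Melanotan II plus saturating MCL0020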
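material = U2OS cells stably expressing human melanocortin 4 receptor (MC4R) | also added = Melanotan II challenge | dosing = single nominal compound dose of 6.5 µM | detection = TR-FRET with Eu-cAMP and labeled anti-cAMP, 671 nm | replication = singlicate | timing = compound 30 min, challenge 1 h, detection 1 h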
HTR2A ag: mouse Htr2a agonists via beta-arrestin recruitment, primary screen, cell-based, luminescence; 5-hydroxytryptamine receptor 2A (Mus musculus), P35363; CHO-K1 mHTR2A beta-arrestin complementation; percent of 30 µM serotonin response; activation, % at 7.6 µM; hit rate 0.66% among 360,000; AID 624169, 2012;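 active means activation above a run cutoff, the mean activation of all tested compounds plus 3 SD, cut at about 14% in these data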;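 further: 0% = plate median of compound wells and 100% = 30 µM serotonin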
ABHD5-PLIN5 inh: ABHD5-PLIN5 interaction inhibitors, primary screen, cell lysate, split luciferase complementation, luminescence | Perilipin-5 (Homo sapiens) + 1-acylglycerol-3-phosphate O-acyltransferase ABHD5 (Homo … | Split G. princeps luciferase complementation, 4 h | inhibition, % at 4 µM | hit rate 0.78% among 360,000;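 active means inhibition above the mean inhibition across every tested compound plus 3 SD, cut at about 22% in these data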;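 further: 0% = DMSO only wells and the 100% control is not disclosed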
PDI inh: inhibitors of human PDI, primary screen, biochemical, turbidity, single point, plate reader. PDI insulin aggregation turbidity, A650, 90 min. inhibition, % at 10 µM. hit rate 0.052% among 350,000. AID 588391, 2011;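 active means mean inhibition across replicates of 30% or more, whatever share of single replicates reach that level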;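 further: absorbance from insulin aggregation driven by PDI reduction with DTT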
* = called active by the depositor; . = no result given.

1) O=C(CSc1nc(C(F)(F)F)cc(=O)[nH]1)Nc1nccs1
2) CCOc1ccccc1NC(=O)COC(=O)C1CCC(=O)N1 (centres undefined)
3) N#Cc1ccc(OCC(=O)OCCCOC(=O)COc2ccc(C#N)cc2)cc1
4) CC(NC(=O)COc1ccccc1)C(c1cccs1)N1CCCC1 (centres undefined)
5) Cn1c(NCC(O)c2ccccc2)nc2c1c(=O)n(Cc1ccc(Cl)cc1)c(=O)n2C (centres undefined)
6) COc1ccccc1/C=C(/C(=O)OCC(=O)Nc1cc(C)ccc1C)c1ccccc1
7) CCn1ncc(CNC(=O)C2(C)CC2(Cl)Cl)c1C (centres undefined)
8) CC12CN3CC(C)(CN(C1)C3c1ccc3c(c1)OCO3)C2 (centres undefined)
Screen / compound no.	1	2	3	4	5	6	7	8
MC4R barr agon	0.1	-1.3	-3.4	-1.9	1.6	5.0	-1.4	-2.2
Exocytosis inh	2	-1	0	-2	-8	-1	-2	6
Glyco luc inh	2	2	1	0	0	-5	1	-1
CaV13 ICDI inh	-6	-5	-3	-9	-5	-7	-3	-6
ABCB6 inh 2	102	104	101	98	105	100	97	99
Cardio protect	-2	5	3	1	-17	-6	-2	2
MC4R antag cAMP	-1	15	23	2	1	4	2	12
HTR2A ag	3	-2	1	-7	0	-1	6	-3
ABHD5-PLIN5 inh	9	1	-6	0	-4	-5	0	1
PDI inh	2	-2	-4	-1	8	6	0	3

9) CCCn1ncc([C@@H]2C[C@H]3CN(Cc4cccc(Cl)c4)C(=O)[C@]34CCCN24)c1C
10) OCC1(CCOc2ccccc2)CCN(CC2=Cc3cc(Cl)ccc3OC2)CC1
11) CC(=O)C1=C(O)C(=O)N(c2ccccn2)C1c1ccccc1[N+](=O)[O-] (centres undefined)
12) Cc1cc(C)c2c(=O)n3c(nc2c1)C(C)NC(=O)c1cccnc1-3 (centres undefined)
13) CCOc1ccc(NC(=S)NC(C)CCc2ccccc2)cc1 (centres undefined)
14) CCC1(CC)NC(=O)N(CC(=O)OCC(=O)Nc2sccc2C#N)C1=O
15) CC1=NN(c2ccc(C(=O)OC(C)C)cc2)C(=O)/C1=C\C=C\c1ccco1
16) Cc1[nH]n(-c2ccccc2)c(=O)c1N=Nc1c(Cl)cccc1Cl
Screen / compound no.	9	10	11	12	13	14	15	16
MC4R barr agon	-1.8	-3.5	-3.0	-0.4	-2.5	-0.4	0.2	0.6
Exocytosis inh	0	20	-12	-3	3	-2	0	-10
Glyco luc inh	1	-4	0	2	-1	-2	4	-1
CaV13 ICDI inh	-3	-18	-3	-4	-4	-14	-6	.
ABCB6 inh 2	134	94	99	106	98	102	97	100
Cardio protect	1	-21	0	2	1	2	-3	-2
MC4R antag cAMP	-1	2	15	-2	9	1	1	20
HTR2A ag	8	-19	-2	6	-5	-3	1	1
ABHD5-PLIN5 inh	-5	8	0	1	3	2	11	0
PDI inh	-4	0	1	11	-6	6	-2	-3

Record cards, as listed above. Order of screens: MC4R barr agon, Exocytosis inh, Glyco luc inh, CaV13 ICDI inh, ABCB6 inh 2, Cardio protect, MC4R antag cAMP, HTR2A ag, ABHD5-PLIN5 inh, PDI inh
Results for CC(NC(=O)COc1ccccc1)C(c1cccs1)N1CCCC1 (centres undefined) = -1.9, -2, 0, -9, 98, 1, 2, -7, 0, -1
Results for Cn1c(NCC(O)c2ccccc2)nc2c1c(=O)n(Cc1ccc(Cl)cc1)c(=O)n2C (centres undefined) = 1.6, -8, 0, -5, 105, -17, 1, 0, -4, 8
Results for N#Cc1ccc(OCC(=O)OCCCOC(=O)COc2ccc(C#N)cc2)cc1 = -3.4, 0, 1, -3, 101, 3, 23, 1, -6, -4
Results for CCOc1ccc(NC(=S)NC(C)CCc2ccccc2)cc1 (centres undefined) = -2.5, 3, -1, -4, 98, 1, 9, -5, 3, -6
Results for CCC1(CC)NC(=O)N(CC(=O)OCC(=O)Nc2sccc2C#N)C1=O = -0.4, -2, -2, -14, 102, 2, 1, -3, 2, 6

Later entries
17) CCN(c1ccccc1)S(=O)(=O)c1ccc2c(c1)N(C(C)=O)CCO2
18) CCOc1cc(C(=O)OCC(=O)Nc2cc(C)on2)cc(OCC)c1OCC
19) CCCCNC(=O)CCC(=O)Nc1ncc(-c2ccc(C)cc2)n1C
20) Cc1nc(SCc2ccc(C(=O)O)cc2)c2c(C)c(C)sc2n1
21) CCOC(=O)c1c(NC(=O)c2cccnc2Cl)sc(C(=O)N(C)C)c1C
22) C=CCn1c(SCC(N)=O)nc2sc3c(c2c1=O)CCC3
23) COc1cc(C=O)ccc1OS(=O)(=O)c1ccc(NC(C)=O)cc1
24) COc1ccc(-c2nc(CSCC(=O)N3CCN(C)CC3)c(C)o2)cc1OC
Screen / compound no.	17	18	19	20	21	22	23	24
MC4R barr agon	-1.2	5.8	-1.1	0.3	-1.4	-0.5	-2.6	-1.2
Exocytosis inh	3	4	-2	3	-3	-1	-3	0
Glyco luc inh	2	3	0	0	-1	1	2	0
CaV13 ICDI inh	-2	-10	-7	-2	-2	-2	-5	-2
ABCB6 inh 2	99	93	105	95	96	98	99	100
Cardio protect	0	-5	-5	2	5	0	3	-4
MC4R antag cAMP	1	5	6	6	5	0	-1	-3
HTR2A ag	0	0	-3	1	2	-4	-1	-4
ABHD5-PLIN5 inh	-2	0	3	-4	1	5	1	5
PDI inh	2	-7	-3	5	9	-3	3	.

25) CC(=O)C1C(c2ccc([N+](=O)[O-])cc2)C2C(C)=NN=C2CC1(C)O (centres undefined)
26) COc1ccc(CCN(C)CCc2ccc(OC)c(OC)c2)cc1OC
27) CCC1=NN2C(=N)/C(=C/c3c(C)nn(-c4ccccc4)c3Cl)C(=O)N=C2S1
28) Cc1ccc(OCC(=O)Nc2sc3c(c2C#N)CCC3)cc1C
29) Cc1noc(C)c1S(=O)(=O)Nc1ccc(C(=O)N2CCN(c3ccc(F)cc3)CC2)cc1
30) O=C(Cc1ccccc1)Nc1ccnn1C1CCN(Cc2nccs2)CC1
31) Cc1cc(NC(=O)C(C)C)n(-c2nc3ccccc3s2)n1
32) O=CNc1ccc(OC(=O)c2cncc(Br)c2)cc1
Screen / compound no.	25	26	27	28	29	30	31	32
MC4R barr agon	-1.2	1.5	-0.3	14*	-2.8	-0.7	-1.5	0.2
Exocytosis inh	-4	-4	10	-2	-2	-1	2	-1
Glyco luc inh	1	2	0	3	4	4	-1	1
CaV13 ICDI inh	-3	-6	-5	-5	4	-7	-6	-4
ABCB6 inh 2	103	99	94	96	99	97	95	99
Cardio protect	12	5	-1	-8	-4	1	-7	0
MC4R antag cAMP	13	-1	3	3	7	13	6	12
HTR2A ag	4	13	0	5	-10	-1	1	0
ABHD5-PLIN5 inh	-8	2	0	-1	1	1	-3	9
PDI inh	-2	9	-5	-1	-4	5	1	-5

33) Cc1nc2ccccc2c(=O)n1/N=C/c1ccc(O)cc1
34) O=C1C2C3C=CC(C3)C2C(=O)N1c1ccc(-c2nc3ccccc3o2)cc1 (centres undefined)
35) COc1ccc(C(=O)COC(=O)CN2C(=O)NC3(CC(C)CC(C)(C)C3)C2=O)c(OC)c1 (centres undefined)
36) O=C(COc1ccc(-c2ccccc2)cc1)NNC(=O)Nc1ccc(F)cc1F
37) CCCCC(=O)N(C)c1c(CC)nc2c(OCC(N)=O)cccn12
38) Cc1c(N/C=C/C(=O)c2cccs2)c(=O)n(-c2ccccc2)n1C
39) CS(=O)(=O)N1CCCC(C(=O)Nc2ccc(F)c(F)c2)C1 (centres undefined)
40) O=S(=O)(Nc1ccon1)c1ccc(F)c(F)c1
Screen / compound no.	33	34	35	36	37	38	39	40
MC4R barr agon	-0.4	-1.0	-0.6	-4.3	-0.9	-2.1	0.1	4.1
Exocytosis inh	6	-2	-3	0	1	-4	0	2
Glyco luc inh	-1	2	-1	3	1	0	1	1
CaV13 ICDI inh	-10	.	-2	.	-13	.	-13	-6
ABCB6 inh 2	96	97	93	97	100	98	95	103
Cardio protect	3	-9	-6	7	10	4	3	-1
MC4R antag cAMP	0	0	4	6	-5	3	10	13
HTR2A ag	8	3	-6	9	0	5	2	3
ABHD5-PLIN5 inh	-2	-4	2	-3	-2	-3	-3	0
PDI inh	8	-3	4	-1	2	-1	-1	-1

41) Cc1ccc(C(=O)Nc2cc(Cl)ccc2-n2cncn2)o1
42) Cc1ccccc1-c1nnc(NC(=O)c2ccc(N3C(=O)CCC3=O)cc2)s1
43) CCOC(=O)CSc1nc2c(c(=O)n(Cc3ccccc3Cl)c(=O)n2C)n1C
44) O=C(NC1CC2CCCC(C1)N2C(=O)NCc1ccccc1)C1CC1 (centres undefined)
45) Cn1cc(S(=O)(=O)NC2CCCCCC2)c(=O)n(C)c1=O
46) CCN(C(=O)c1ccc(S(=O)(=O)N2CCCCC2)cc1)C1CCS(=O)(=O)C1 (centres undefined)
47) CCc1cc(=O)oc2cc(C)cc(OC(C)C(=O)NCCCN3CCOCC3)c12 (centres undefined)
48) C1CCC(NC2=NCCO2)CC1
Screen / compound no.	41	42	43	44	45	46	47	48
MC4R barr agon	0.1	3.6	1.3	-0.9	-2.6	-1.2	2.0	0.8
Exocytosis inh	5	-3	0	2	1	5	0	2
Glyco luc inh	1	-1	1	2	1	0	2	-1
CaV13 ICDI inh	-4	-5	1	-5	-3	-6	-5	-10
ABCB6 inh 2	104	101	91	88	107	98	98	98
Cardio protect	2	4	-39	5	0	8	0	3
MC4R antag cAMP	3	11	16	-2	3	9	5	2
HTR2A ag	-1	-11	-1	-1	-2	0	1	-1
ABHD5-PLIN5 inh	6	-6	3	3	3	-3	7	-3
PDI inh	-2	.	-2	2	8	-6	4	-4

49) CCN(CC)P(=O)(Nc1ccccc1Br)c1ccc(N(C)C)cc1NC(=O)c1ccco1 (centres undefined)
50) CCCOc1ccc(C(=O)NC(C)C(=O)O)cc1 (centres undefined)
51) CCOC(=O)N1CCN(c2c(NCCCN3CCCC(C)C3)c(=O)c2=O)CC1 (centres undefined)
52) NCCS(=O)(=O)O
Screen / compound no.	49	50	51	52
MC4R barr agon	-1.9	-2.7	2.3	-0.6
Exocytosis inh	-2	-1	-4	0
Glyco luc inh	1	0	0	1
CaV13 ICDI inh	0	-2	-5	-4
ABCB6 inh 2	98	108	105	101
Cardio protect	4	-4	5	6
MC4R antag cAMP	3	2	5	8
HTR2A ag	-5	-1	-2	2
ABHD5-PLIN5 inh	-2	-4	8	-7
PDI inh	-5	14	-6	3
